# High-throughput results from PubChem.
# RORgamma inh = blocks mouse ROR gamma transcriptional activity; Drosophila S2 Gal4-RORgamma UAS-luciferase reporter, 20 h; 310,000 tested, 5.4% active; Potency, µM (titrated, usually from 53.6 µM), without a hit: at the highest dose activity change, negative = inhibition, actives largely listed as inhibitors; P51450; AID 2551; also: % is scaled to controls: 0 for no effect and ±100 for the full control effect; nearly all actives have a fitted effect of over 60% in size
# Target sequence (P51450 whole entry, looked up, the tested form may be a part): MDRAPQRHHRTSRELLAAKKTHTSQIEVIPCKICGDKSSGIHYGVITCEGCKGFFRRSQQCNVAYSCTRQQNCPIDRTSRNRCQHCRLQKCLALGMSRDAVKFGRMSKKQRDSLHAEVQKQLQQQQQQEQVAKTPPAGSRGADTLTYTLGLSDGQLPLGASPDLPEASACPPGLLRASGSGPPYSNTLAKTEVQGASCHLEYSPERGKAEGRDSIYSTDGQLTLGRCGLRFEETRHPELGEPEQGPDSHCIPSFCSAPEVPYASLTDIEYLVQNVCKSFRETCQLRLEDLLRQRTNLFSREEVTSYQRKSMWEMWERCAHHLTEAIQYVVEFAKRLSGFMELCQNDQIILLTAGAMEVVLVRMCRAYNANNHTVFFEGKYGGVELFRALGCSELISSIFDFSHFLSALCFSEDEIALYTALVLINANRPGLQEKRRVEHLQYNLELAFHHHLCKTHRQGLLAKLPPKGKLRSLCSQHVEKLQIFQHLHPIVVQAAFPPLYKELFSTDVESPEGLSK
#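 Schneider cells (Drosophila), stable Gal4 DBD–ROR gamma + UAS-luc; 1 hr cmpd preincubation; Cu2+ induction 700 uM final; 20 hr ambient; luminescence.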
# p53 reactivation = re-activators of mutant p53. H1299 p53-A138V BP100-luciferase reporter, luminescence, 24 h. Potency, µM (doses to about 92.2 µM), for inactives: top-dose activity change, positive = activation, usual class: activators. 320,000 tested, 0.063% active. AID 504706; also: % of control where 0% means no effect; nearly all actives have a fitted effect of over 45% in size
#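 p53-null H1299 cells stably carrying temperature-sensitive p53-A138V and a BP100-luciferase reporter were pinned with compounds (4-point, 1:5 series) and held 24 hrs at 37 deg C. Luminescence was read 10 min after detection reagent.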
# MBNL1 CUG block = MBNL1-poly(CUG) RNA binding inhibition. 280,000 tested, 0.036% active. TR-FRET MBNL1-His/biotin-(CUG)12 binding, 665/545 ratio. Potency, µM (top dose mostly 57.5 µM), for the others: at the highest dose activity change, negative = inhibition, most hits filed as inhibitors; active = well fitted inhibition curve with a large enough effect in the signal ratio, with a control signal flat, not every such curve was filed as active; inconclusive = small, poorly fitted or top-dose-only effect, or effect the other way, or a change in a side signal; inactive = no such curve, though single readings can be large or run the other way; the % refers to the signal ratio; also: % is scaled to controls: 0 for no effect and ±100 for the full control effect
# Target sequence (Q9NR56 whole entry, looked up): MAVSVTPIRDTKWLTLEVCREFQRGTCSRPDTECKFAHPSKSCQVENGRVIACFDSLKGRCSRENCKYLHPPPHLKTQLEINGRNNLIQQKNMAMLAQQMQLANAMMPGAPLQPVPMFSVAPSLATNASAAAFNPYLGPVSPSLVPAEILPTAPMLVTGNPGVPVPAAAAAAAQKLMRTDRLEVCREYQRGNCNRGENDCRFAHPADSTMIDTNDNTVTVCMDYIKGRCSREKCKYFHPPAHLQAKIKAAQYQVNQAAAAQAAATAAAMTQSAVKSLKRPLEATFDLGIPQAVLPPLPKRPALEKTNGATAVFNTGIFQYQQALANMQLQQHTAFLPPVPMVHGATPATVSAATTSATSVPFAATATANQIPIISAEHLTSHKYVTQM
#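 MBNL1-His + Biotin-(CUG)12, cpd titration 92 nM–58 uM; Tb anti-His Ab 0.055 ng/ul, SA-XL665 5 nM (final); 60 min RT; ratiometric 665/545 nm, Ex 340 nm; normalized to buffer and full-complex controls.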
# FLuc modulator = inhibits or activates purified firefly luciferase, miR-21 counter-screen | P08659 | AID 588342 | Potency, µM (top dose mostly 57.5 µM), for the others: top-dose activity change, negative = inhibition, actives largely listed as inhibitors | purified FLuc, Km substrates, luminescence inhibition | 360,000 tested, 6.9% active;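 also: plate controls were vehicle for no effect and reference inhibitor for full effect; nearly all actives have a fitted effect of over 55% in size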
#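 Purified P. pyralis luciferase, 10 nM final, with Km-level 10 uM D-luciferin and 10 uM ATP in 50 mM Tris acetate pH 7.5, 10 mM Mg acetate, 0.01% Tween-20, 0.05% BSA; 6-point qHTS titration about 60 µM downward; luminescence read.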
# uPA generation = inhibitors of cell surface uPA generation; cell surface uPA generation assay, qHTS; Potency, µM (doses to about 38.3 µM), without a hit: top-dose activity change, negative = inhibition, most hits filed as inhibitors; 330,000 tested, 0.31% active; AID 540303; active = well fitted inhibition curve with a large enough effect; inconclusive = small, poorly fitted or top-dose-only effect; inactive = no such curve, though single readings can be large or run the other way; tested in mouse RAW 264.7 cells; also: % is scaled to controls: 0 for no effect and ±100 for the full control effect; nearly all actives have a fitted effect of over 55% in size
# BRCA1 expr up = activators of BRCA1 expression. AID 624202. MCF7-BRCA1-FFLuc reporter, luminescence, 48 h; response scale: scaled: vehicle 0%, 10 µM genistein 100%. 380,000 tested, 1.1% active. Potency, µM (series often up to 46.1 µM), for the others: at the highest dose activation, actives largely listed as activators; also: nearly all actives have a fitted effect of over 80% in size; some results filed as inactive show a strong effect at the top dose
#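 MCF7 cells carrying a BRCA1-firefly luciferase reporter (2000 cells/well, phenol-red free MEM) were attached for 2 h at 37 °C, then given compounds for 48 h. Luminescence was read 15 min after luciferase reagent; activity normalized to genistein (10 microM) and DMSO.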
# ELG1 genotox = genotoxicity induction in ELG1-luciferase HEK293T cells; Potency, µM (highest dose often 46 µM), inactives show at the top dose activity change, positive = activation, most hits filed as activators; 330,000 tested, 1.3% active; HEK293T ELG1-luciferase reporter, luminescence, 16 h; also: % of control where 0% means no effect; nearly all actives have a fitted effect of over 60% in size
#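 Screening used a luciferase reporter fused to human ELG1 in HEK293T cells. Luminescence was read on a CCD plate imager after 16 hr exposure and 30 min ONE-Glo incubation.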
# VP16 counter = Gal4-VP16 reporter inhibition counter-screen. Drosophila S2 Gal4-VP16 UAS-luciferase, luminescence, 20 h. Potency, µM (titrated, usually from 53.6 µM), for the others: top-dose activity, negative = inhibition, most hits filed as inhibitors. 310,000 tested, 3.5% active. AID 2546;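 also: Gal4-VP16 expression switched on by copper sulfate through the metallothionein promoter; % is scaled to controls: 0 for no effect and ±100 for the full control effect; nearly all actives have a fitted effect of over 50% in size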
# NPC1 promoter act = NPC1 promoter activation. Huh7 NPC1 promoter luciferase reporter, 24 h. Potency, µM (titrated, usually from 9.22 µM), inactives show at the top dose activation, usual class: activators. 320,000 tested, 2.4% active;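 also: % of control where 0% means no effect; nearly all actives have a fitted effect of over 60% in size; reporter is driven by a mutant NPC1 promoter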
#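 In 1536-well qHTS, Huh7 cells harboring an NPC1 promoter–luciferase construct received compound for 24 h; activation was quantified by luminescence following luciferase reagent addition.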
# Rab9 prom act = Rab9 promoter activation | Huh7 Rab9 promoter-luciferase reporter, luminescence, 24 h | Potency, µM (top dose mostly 9.22 µM), for inactives: top-dose activation, negative = inhibition, hits mostly activators | 320,000 tested, 2.8% active | AID 485297; also: % of control where 0% means no effect; nearly all actives have a fitted effect of over 60% in size
#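 Huh7 reporter line, Rab9 promoter upstream of luciferase. Compound exposure 24 h at 37 °C in reduced-serum medium with 10% FBS. Read-out: luminescence.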
# * hit, by the source's call; ? = inconclusive; . = no result given; [ ] = dose if it differs, or a comment. Unless noted, calls follow the shape of the dose curve; as a rule, active = well fitted curve in the direction sought with a large enough effect; inconclusive = small, poorly fitted or top-dose-only effect, or another doubt; inactive = no such curve, though single readings can be large; an effect the other way counts as inactive or inconclusive. Potency is read from the fitted curve at half-maximal effect.
SMILES,RORgamma inh,p53 reactivation,MBNL1 CUG block,FLuc modulator,uPA generation,BRCA1 expr up,ELG1 genotox,VP16 counter,NPC1 promoter act,Rab9 prom act
Cc1c(C(=O)OC(C)C)sc(NC(=O)C2CCCO2)c1C(=O)OC(C)C (stereo not given),0%,9%,0%,1%,-8%,-7%,0%,15%,1%,0%
CC(NC(=O)/C(C#N)=C/c1ccc(OCC(=O)O)cc1)c1ccccc1 (stereo not given),-8%,7%,-2%,-10%,-4%,-4%,-2%,2%,-1%,-4%
CCOc1cc(/C=C/C(=O)O)ccc1OCc1ccccc1,29%,0%,13%,?,-1%,-15%,2%,-5%,7%,-1%
CCOC(=O)c1nc(N2CCN(C(=O)OCC)CC2)c2c3c(sc2n1)CCCC3,3%,-5%,11%,-10%,-8%,0%,-2%,-1%,-7%,5%
O=C1OC(C(=O)NCc2ccccc2)Cc2ccccc21 (stereo not given),6%,1%,-3%,-4%,-22%,2%,0%,2%,1%,1%
Cc1nc(N2CCOCC2)c2c(C)c(C(=O)Nc3ccccc3C(F)(F)F)sc2n1,36%,-8%,39%[activator],1%,2%,-7%,-4%,9%,-6%,2%
Cc1ccc(S(=O)(=O)N2CCOC2CNC(=O)C(=O)NCc2cccnc2)cc1 (stereo not given),-1%,-1%,-12%,4%,8%,-14%,0%,-4%,-2%,-1%
CC(C)C[C@H](NC(=O)Nc1cccc(C(F)(F)F)c1)C(=O)O,-19%,1%,-1%,1%,10%,-1%,1%,2%,-2%,1%
Cn1c(=O)[nH]c(=O)c2c1nc(OC(=O)c1ccccc1)n2CC(O)COc1ccc(F)cc1 (stereo not given),14%[10 µM],-1%,9%,6%,.,1%,-3%,-13%,-1%,0%
O=C(CSc1nc(C2CC2)nc2ccccc12)N1CCc2ccccc2C1,-17%,-1%,-10%,-11%,.,.,-6%,-8%,1%,-5%
OCC[C@H]1C[C@@H](O)[C@H](O)[C@@]2(Cc3ccccc3CO2)O1,.,0%,.,-2%,-9%,24%,2%,.,-2%,1%
S=c1[nH]c2ccccc2c2ccccc12,?,6%,30%[activator],-6%,15%,1%,-1%,18µM*,0%,-3%
COC/C=C/C1=CC2=CC(=O)C(C)(OC(=O)c3cnc4ccccc4n3)C(=O)C2=CN1CCCOC(C)C (stereo not given),0%,?,?,5%,-20%,-31%,1%,20%,0%,-7%
Cc1ccc(NC(=O)N2C3CCCC2CC(NC(=O)C2CC2)C3)cc1 (stereo not given),-18%,-4%,3%,-1%,-1%,9%,-1%,3%,1%,-3%
CNCc1ccccc1OCC(=O)Nc1ccccc1,11%,15%,1%,?,.,3%,9%,-4%,14%,23%
S=C(Nc1cccc2ccccc12)N1CCN(c2ncccn2)CC1,?,?,6%,?,-7%,?,2%,?,-3%,0%
O=C(O)c1nnn(-c2ccc(F)cc2F)c1-c1ccccc1,-4%,-4%,-11%,1%,12%,15%,0%,10%,0%,-3%
FC(F)(F)c1nc2ncc(Cl)cc2[nH]1,16%,1%,1%,0%,11%,4%,-5%,-3%,-1%,-3%
CCCC(=O)NC(=S)Nc1ccccc1OC,10µM*,.,2%,?,-4%,20%,.,?,.,.
Cc1ccc(CN(Cc2ccco2)C(=S)Nc2ccccc2C)cc1,?,-1%,-3%,6%,-5%,0%,-4%,-72%,-3%,-7%
Cc1ccc(NC(=S)Nc2ccc(OC(F)F)c(Cl)c2)cc1F,?,3%,-14%,-10%,.,-3%,-8%,?,0%,13%
O=C(COC(=O)c1ccc([N+](=O)[O-])s1)NCc1ccccc1,11µM*,3%,?,2%,-2%,0%,3%,-24%,-1%,-5%
CCC(CC)C1=NN2C(=N)/C(=C/c3ccc(OC(=O)c4ccco4)cc3)C(=O)N=C2S1,-41%,2%,0%,3%,-8%,1%,-3%,-18%,0%,-3%
CC(=O)N1CCN(C(=O)COc2ccc(Br)cc2)CC1,?,-4%,-5%,4%,2%,-10%,-3%,8%,-3%,3%
O=C(NCc1nnc(SCC(=O)N2CCCC2)o1)c1cccc(C(F)(F)F)c1,2%,-20%,2%,1%,13%,-12%,-2%,6%,2%,2%
# (next part)
SMILES,RORgamma inh,p53 reactivation,MBNL1 CUG block,FLuc modulator,uPA generation,BRCA1 expr up,ELG1 genotox,VP16 counter,NPC1 promoter act,Rab9 prom act
O=C(NC12CC3CC(CC(C3)C1)C2)C1CCCN1C(=O)Nc1ccccc1 (stereo not given),-1%,0%,-4%,1%,-3%,-1%,3%,1%,-4%,5%
Cc1cc(C)n(-c2nnc(C)n2NC(=O)c2cccc(Cl)c2)n1,?,-4%,1%,0%,0%,11%,6%,3%,-2%,0%
O=C(NCc1cc(C(F)(F)F)cc(C(F)(F)F)c1)C1CC(c2cccc(F)c2)=NO1 (stereo not given),24%,2%,-8%,0%,6%,7%,-2%,3%,-5%,-5%
CCN1C(=O)C(=O)N(CC(=O)N2CCC(C)Sc3ccccc32)C1=O (stereo not given),.,18%,.,-1%,-6%,-6%,0%,.,-1%,1%
O=C(CCCn1c(=S)[nH]c2ccsc2c1=O)NC1CCCCC1,20µM*,-2%,-3%,0%,-5%,-21%,3%,?,-1%,-3%
O=C(/C=C/Nc1ccc(F)c(F)c1)c1cccs1,15%,?,?,0.95µM*,?,11%,?,-9%,3.2µM*,2.5µM*
Cc1cc(-c2cc(-c3ccccc3)on2)nc(NC2CCCC2)n1,-32%,2%,13%,?,-11%,-3%,3%,3%,8%,0%
COC(=O)c1cc2c(ccn2-c2ccc(F)cc2)n1CC(C)C,40%,6%,-13%,-5%,3%,-26%,-3%,-9%,1%,-6%
S=c1oc(-c2ccncc2)nn1CCc1ccncc1,7%,-6%,4%,4%,-2%,-4%,-11%,15%,-4%,-3%[1.84 µM]
COc1ccc(C)c(-n2c(=O)n(Cc3ccccc3)c(=O)c3[nH]cnc32)c1,29%,0%,.,5%,?,-3%,2%,0%,0%,3%
O=S(=O)(c1cccs1)N1CCCc2cccc(O)c21,6%,?,1%,19µM*,6%,13µM*,5%,26%,8%,3.5µM*
O=[N+]([O-])c1ccc(CSc2ncnc3c2ncn3[C@@H]2O[C@H](CO)[C@@H](O)[C@H]2O)cc1,.,2%,.,0%,-8%,-21%,-2%,.,4%[46.1 µM],-9%[46.1 µM]
CCCN(CC(=O)Nc1ccccc1OC)C(=O)c1ccc2[nH]c3c(c2c1)CC(C)CC3 (stereo not given),.,9%,.,?,-6%,-92%,-4%,.,1%,-3%
O=C(COc1cccc2cccnc12)NNC(=O)Nc1ccccc1,21%,-1%,7%,4%,12%,-7%,2%,3%,2%,-3%
O=C(COC(=O)C1=COCCO1)Nc1ccccc1,-3%,18%,-19%,-11%,11%,-8%,13%,-19%,4%,18%
CCOc1ccc(C(=O)Nc2ccc(N3CCN(C)CC3)cc2)cc1Br,-14%,12%,-22%,6µM*,-3%,35%,10%,-3%,28%,-3%
O=C(c1cc2cc(Cl)cc(Cl)c2oc1=O)N1CCOCC1,25%,?,?,3%,13%,-13%,0%,11%,-2%,-5%
Cc1ccc(N=C(NO)c2nonc2N)cc1,-30%,9%,-10%,-13%,.,41%,7%,-22%,20%,7%
COc1ccc(Br)cc1C(=O)NC(=S)Nc1ccc2[nH]c(=O)[nH]c2c1,-13%,0%,-4%,0%,-1%,-13%,4%,6%,-7%,6%
COC(=O)c1c(NC(=O)C2CCCO2)sc2c1CCC2 (stereo not given),-1%,2%,-4%,-13%,4%,11%,-1%,18%,1%,-4%
COc1cccc(NC(=O)CC2S/C(=N\S(=O)(=O)c3ccccc3)N(c3ccccc3)C2=O)c1 (stereo not given),9%,-2%,.,-2%,3%,-9%,0%,3%,-1%,-5%
Cc1ccc(Nc2nc3c(c(=O)[nH]2)CCCC3)cc1,16%,?,1%,?,-5%,71%,12%,?,?,?
C=CCSc1nnc(NC(=O)C2CC(=O)N(Cc3ccc(C)cc3)C2)s1 (stereo not given),.,4%,.,12%,16%,-8%,-3%,.,1%,-6%
CCn1cc([N+](=O)[O-])c(C(=O)Nc2ccc(Cn3nc(C)cc3C)cc2)n1,-8%,-17%,?,5%,.,4%,-3%,-6%,0%,-3%
COc1nccnc1NS(=O)(=O)c1ccc(N=Cc2c(C)[nH]n(-c3ccccc3)c2=O)cc1,16%,-1%,10%,-3%,2%,0%,1%,-8%,-4%,-1%
Cn1ccnc1Sc1nc2c(c(=O)n(C)c(=O)n2C)n1C,-22%[10 µM],-2%,-4%,1%,1%,14%,1%,0%,8%,1%
CC1CCN(CC(C)OC(=O)c2ccco2)CC1 (stereo not given),-31%,23%,-3%,-1%,-1%,-4%,2%,-7%,0%,7%
O=C(O)c1ccccc1C(=O)NNc1ccc(Cl)cc1Cl,6%,1%,1%,-1%,6%,-81%,0%,4%,-4%,1%

# 3 entries already listed, sorted by their value in Rab9 prom act, highest first:
Compound,RORgamma inh,p53 reactivation,uPA generation,NPC1 promoter act,Rab9 prom act
O=C(NC12CC3CC(CC(C3)C1)C2)C1CCCN1C(=O)Nc1ccccc1 (stereo not given),-1%,0%,-3%,-4%,5%
Cn1ccnc1Sc1nc2c(c(=O)n(C)c(=O)n2C)n1C,-22%[10 µM],-2%,1%,8%,1%
O=C(c1cc2cc(Cl)cc(Cl)c2oc1=O)N1CCOCC1,25%,?,13%,-2%,-5%
